Assay outcomes from PubChem.
EPAC2 antagonist: blocks human EPAC2 exchange factor; 360,000 tested, 0.18% active; AID 720708; EPAC2 GEF exchange of Rap1B-BODIPY-GDP, fluorescence; Potency, µM (series often up to 114 µM), without a hit: at the top dose activity, negative = inhibition, usual class: inhibitors; further: potency means the concentration at half of the fitted maximal effect; on the % scale 0 is the no-effect control and ±100 the full control effect; nearly all actives have a fitted effect of over 45% in size; many of its hits are not listed in these tables
CCT chaperon mod: changes cytosolic chaperonin activity; purified chaperonin ATPase assay, HTRF ADP detection, 30 min; activity change, % (test concentration not listed), hits read low; 360,000 tested, 0.3% active; AID 651819; in the data active means activity change below about -30%; further: on the % scale 0 is the no-effect control and ±100 the full control effect
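Nucleotide hydrolysis assay: TRiC at 20–40 nM final (set by batch activity) with 10 uM ATP, 30 min at 37 °C, in presence of 76 uM compound. Detection by competitive ADP HTRF, 30 min ambient.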
Akt phos inh: blocks phosphorylation of Akt; Neuro2A IGF-stimulated pAkt S473 HTRF, 20 min; active compounds read low; 360,000 tested, 0.32% active; activity change, % for hits at 50 µM; in the data active means activity change below about -80%; inconclusive means mostly about -51% to -80%; further: on the % scale 0 is the no-effect control and ±100 the full control effect
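Neuro2A cells (4,500/well, DMEM with 0.5% FBS) were treated with compound at a single 50 µM final concentration, stimulated with 6 nM IGF for 20 min at 37 °C, and lysed. Phospho-Akt Ser473 was read by HTRF as 665/615 ratio ×10^4.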
D3 antag: antagonists of human D3 dopamine receptor. D3R cells, DiscoveRx beta-arrestin luminescence, antagonist mode; active compounds read low. max response, negative = inhibition, %. 360,000 tested, 2.5% active. AID 652054; in the data active means max response below about -50%; inconclusive means no clear call, values can overlap the other calls; further: on the % scale 0 is the no-effect control and ±100 the full control effect; mostly tested at two doses, the higher about 12 µM
Target sequence (P35462 whole entry, looked up): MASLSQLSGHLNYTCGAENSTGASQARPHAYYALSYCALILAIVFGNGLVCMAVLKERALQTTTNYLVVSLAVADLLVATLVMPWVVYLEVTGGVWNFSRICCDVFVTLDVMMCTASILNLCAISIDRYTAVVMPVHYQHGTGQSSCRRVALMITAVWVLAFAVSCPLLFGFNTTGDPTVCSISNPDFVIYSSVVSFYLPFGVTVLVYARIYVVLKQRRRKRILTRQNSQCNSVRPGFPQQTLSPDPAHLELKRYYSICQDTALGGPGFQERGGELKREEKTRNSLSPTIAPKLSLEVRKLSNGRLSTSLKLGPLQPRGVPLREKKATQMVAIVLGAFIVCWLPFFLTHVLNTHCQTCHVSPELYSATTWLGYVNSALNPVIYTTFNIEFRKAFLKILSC
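Cells plated overnight at 1500 cells/well, then exposed to library compounds with dopamine controls for 90 minutes at 37 degrees C. DiscoveRx reagent added for 30–60 minutes at room temperature; luminescence read, quantitative HTS format.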
D3 ag: activates the human D3 dopamine receptor. P35462. D3R DiscoveRx beta-arrestin cells, luminescence, 90 min. max activation, %. 410,000 tested, 0.58% active. AID 652048; in the data active means max activation above about 30%; further: 0% is about no effect; mostly tested at two doses, the higher about 12 µM
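Agonist mode: compounds and dopamine controls were applied to plated cells for 90 min at 37 degrees C after an overnight attachment at 1500 cells/well. Luminescent read-out followed 30 - 60 minutes at room temperature with DiscoveRx detection reagent.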
PTHR1 agonist: PTHR1 (human) receptor agonism | HEK293 GP2 PTHR1 cells, GloSensor cAMP luminescence, 1 h | Potency, µM (series often up to 115 µM), for the others: at the highest dose activation, most hits filed as activators | 410,000 tested, 0.075% active; further: potency means the concentration at half of the fitted maximal effect; nearly all actives have a fitted effect of over 55% in size; some results filed as inactive show a strong effect at the top dose; inactives centre near -15; many of its hits are not listed in these tables
Target sequence (Q03431 whole entry, looked up): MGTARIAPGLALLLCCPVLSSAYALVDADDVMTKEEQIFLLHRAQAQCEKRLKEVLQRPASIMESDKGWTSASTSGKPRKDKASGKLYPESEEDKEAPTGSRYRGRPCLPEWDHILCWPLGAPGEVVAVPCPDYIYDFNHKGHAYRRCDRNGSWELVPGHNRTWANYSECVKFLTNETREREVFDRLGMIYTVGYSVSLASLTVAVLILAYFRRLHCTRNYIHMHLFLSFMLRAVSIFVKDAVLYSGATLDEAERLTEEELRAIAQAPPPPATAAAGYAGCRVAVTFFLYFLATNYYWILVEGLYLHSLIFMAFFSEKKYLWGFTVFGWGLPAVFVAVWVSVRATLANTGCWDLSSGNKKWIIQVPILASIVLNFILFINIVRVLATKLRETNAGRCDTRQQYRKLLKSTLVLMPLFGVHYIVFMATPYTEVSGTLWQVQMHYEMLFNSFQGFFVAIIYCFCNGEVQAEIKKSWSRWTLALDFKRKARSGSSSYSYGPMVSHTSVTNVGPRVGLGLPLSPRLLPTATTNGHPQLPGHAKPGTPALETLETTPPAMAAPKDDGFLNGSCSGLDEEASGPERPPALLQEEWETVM
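HEK-293-derived GP2 cells expressing PTHR1 and a GloSensor cAMP reporter, 3,000/well, plated overnight, given luciferin plus IBMX (each 0.5 mM as added) for 1 h at 37 °C, then compound for 1 h at 37 °C. Luminescence was read after 15 min at room temperature.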
EPAC2 ag: activates human EPAC2 exchange factor; EPAC2 activation, biochemical qHTS; response scale: 100% = 6.5 mM cAMP response; Potency, µM (top dose mostly 154 µM), for the others: at the highest dose activation, usual class: activators; 360,000 tested, 0.079% active; AID 720711; further: potency means the concentration at half of the fitted maximal effect; nearly all actives have a fitted effect of over 50% in size
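qHTS, titration series. 100 nM EPAC2 / 250 nM Rap1B-BODIPY-GDP / 50 uM GDP; RT; ex 480/em 540 nm, 5-min reads to 30 min. Norm. to 6.5 mM cAMP = activation.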
Mm-Cpn inhibitor: inhibitors of Methanococcus maripaludis chaperonin (MmCpn); purified Mm-Cpn ATPase, ADP Transcreener TR-FRET; Potency, µM (titrated, usually from 76.9 µM), inactives show top-dose activity, negative = inhibition, usual class: inhibitors; 330,000 tested, 0.031% active; further: potency means the concentration at half of the fitted maximal effect; on the % scale 0 is the no-effect control and ±100 the full control effect; nearly all actives have a fitted effect of over 80% in size
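Reaction buffer contained 30 mM Tris pH 7.4, 100 mM KCl, 5 mM MgCl2 and 1 mM DTT. Mm-CPN (25 nM final) hydrolysed 10 uM ATP over 30 min at 37°C; ADP was read by HTRF.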
An asterisk follows results filed as active; i = inactive; ? = inconclusive; nt = not tested or not shown; [ ] = dose if it differs, or a comment. Unless noted, the call rests on the fitted dose curve; in most records, active means well fitted curve in the direction sought with a large enough effect; inconclusive means small, poorly fitted or top-dose-only effect, or another doubt; inactive means no such curve, though single readings can be large; an effect the other way counts as inactive or inconclusive.

Keys: A = EPAC2 antagonist; B = CCT chaperon mod; C = Akt phos inh; D = D3 antag; E = D3 ag; F = PTHR1 agonist; G = EPAC2 ag; H = Mm-Cpn inhibitor
CCOc1c(Cl)cc(C(=O)Nc2ccccc2-c2ccccc2)cc1Cl
  A: 11%	B: 3.1	C: i	D: 21	E: 0	F: -13%	G: -1%	H: -1%
CCc1cc2c(=O)c(-c3nc4ccccc4n3C)c(C)oc2cc1OC(C)=O
  A: 5%	B: -3.4	C: i	D: 19	E: 12	F: 22%	G: 6%	H: -1%
Cn1cnc(S(=O)(=O)Nc2ccc(OC(F)(F)F)cc2)c1
  A: 0%	B: -0.8	C: i	D: 0	E: 4	F: -22%	G: 4%	H: -1%
COc1ccc(C2CC(c3cccc(OC)c3)n3nc(N)nc3N2)cc1 (stereo not drawn)
  A: 6%	B: -0.8	C: i	D: -6	E: 3	F: -5%	G: 4%	H: 1%
Cc1ccc2ccccc2c1C(O)c1ncc(-c2ccccc2)[nH]1 (stereo not drawn)
  A: -10%	B: 0.6	C: i	D: 32	E: 4	F: -12%	G: 11%	H: nt
COc1ccc(NC(=O)Nc2ccc(C)cc2OC(F)F)cc1OC
  A: -8%	B: -1.0	C: i	D: 33	E: -1	F: -16%[57.5 µM]	G: -3%	H: -4%
COc1ccc(/C(N)=N/OC(=O)CCCc2ccccc2)cc1
  A: -9%	B: -0.3	C: i	D: 4	E: 7	F: i	G: 7%	H: -1%
COC(=O)c1c(C)n(-c2ccc(C)cc2)c2ccc(O)cc12
  A: 8%	B: 0.8	C: i	D: -27	E: -18	F: -4%[57.5 µM]	G: -1%	H: -1%
C[C@@H]1CN(S(=O)C(C)(C)C)[C@@H](CCO)/C1=C\c1ccccc1 (stereo partly drawn)
  A: 3%	B: -0.7	C: i	D: 0	E: 16	F: -3%	G: 6%	H: nt
CN(C)Cc1c(O)ccc2occ(C(=O)c3ccc(F)cc3)c12
  A: -2%	B: -2.5	C: i	D: -8	E: 4	F: -4%	G: 1%	H: 0%
Cc1cc(C(=O)NNC(=O)CCCCC(=O)NNC(=O)c2cc(C)[nH]n2)n[nH]1
  A: -3%	B: 0.6	C: i	D: 12	E: 5	F: 8%	G: -3%	H: 0%
O=C(O)C1=C[C@@H](c2ccc(F)cc2)C[C@@H](OCCCCO)O1
  A: -6%	B: -0.2	C: i	D: 6	E: 12	F: -17%	G: 7%	H: -2%
COc1ccc(CNC(=O)C(c2cccc(C)c2)N(C(=O)c2csnn2)C2CC2)cc1 (stereo not drawn)
  A: -9%	B: -2.2	C: i	D: 14	E: -20	F: i	G: -7%	H: 2%
COc1cc2cc(C(=O)NCCc3c[nH]c4ccccc34)c(N)nc2cc1OC
  A: 58%[activator]	B: 0.6	C: i	D: 72	E: 10	F: -13%	G: 20%	H: nt
COc1ccccc1C(=O)NNC(=O)c1ccc(NC(=O)C(C)C)cc1
  A: -1%	B: 0.6	C: i	D: 7	E: 2	F: -4%	G: 1%	H: -4%
O=C(NC1CC1)c1cccc(S(=O)(=O)Nc2ccccc2F)c1
  A: -5%	B: 1.1	C: i	D: 2	E: 0	F: i	G: 3%	H: 0%
COc1ccc(NC(=S)N2CCC(C(O)(c3ccccc3)c3ccccc3)CC2)cc1
  A: -1%	B: 2.8	C: i	D: -8	E: -5	F: -12%	G: 2%	H: 1%
CCn1c(=O)n(CC(=O)NC2CCCC(C)C2C)c(=O)c2ccccc21 (stereo not drawn)
  A: -4%	B: -3.6	C: i	D: 0	E: -11	F: i	G: 3%	H: -1%
S=C(Nc1ccc(Cl)cc1)c1sc(N2CCCCC2)nc1N1CCOCC1
  A: -17%	B: -2.3	C: i	D: ?	E: -3	F: -6%	G: 7%	H: -1%
Cc1ccc(C(=O)NCc2ccc3c(c2)OCO3)cc1C
  A: -19%	B: -7.5	C: i	D: -10	E: -1	F: 14%	G: 14%	H: 4%
C[C@@]12C(=O)N(CCc3c[nH]c4ccccc34)CC(=O)N1[C@H]1c3ccccc3OC[C@@H]1[C@@H]2c1ccccc1
  A: -5%	B: -5.2	C: i	D: ?	E: -21	F: -3%	G: 7%	H: -5%
O=C(CSc1nnc(-c2cccc(Br)c2)o1)N1CCNC1=O
  A: 11%	B: -3.8	C: i	D: 0	E: 5	F: -24%	G: 8%	H: 0%
NC(=O)c1ccc(=O)n(Cc2ccc(F)c(F)c2)c1
  A: 7%	B: -2.7	C: i	D: 9	E: 2	F: i	G: 15%	H: 0%
O=C(N1CCN(Cc2ccc3c(c2)OCO3)CC1)C(Cl)(Cl)Cl
  A: -3%	B: -0.1	C: i	D: -16	E: 4	F: -5%	G: -2%	H: 0%
O=C(/C=C/c1cc([N+](=O)[O-])ccc1OC(F)F)Nc1ccc(OC(F)F)cc1
  A: ?	B: -0.3	C: i	D: 3	E: -6	F: i	G: -3%	H: -2%
CC(=O)c1cc(C(=O)Nc2ccc(C(=O)O)cc2)oc1C
  A: -1%	B: -4.2	C: i	D: 1	E: 0	F: i	G: -2%	H: 0%
CCN1C(=O)[C@H]2[C@@H](c3ccc(-c4ccc(Cl)c(Cl)c4)cc3)N[C@@](CC(C)C)(C(=O)OC)[C@H]2C1=O
  A: 0%	B: 0.8	C: i	D: 0	E: -15	F: i	G: 14%	H: -23%
O=C(Nc1ccc(Nc2ccccc2)cc1)c1ccco1
  A: -22%	B: -0.7	C: i	D: -13	E: 1	F: 21%	G: 11%	H: -6%
CCc1cccc2c(SCC(=O)NCC3CCCO3)nc(-c3ccc(F)cc3)nc12 (stereo not drawn)
  A: -2%	B: -4.3	C: i	D: -1	E: 4	F: i	G: 10%	H: -1%
Cc1cc([N+](=O)[O-])ccc1NC(=O)c1csc(C)c1C
  A: 4%	B: -0.6	C: i	D: -19	E: -13	F: -5%	G: 6%	H: 2%

Complete entries, quoted from the list:
Shown for CCc1cccc2c(SCC(=O)NCC3CCCO3)nc(-c3ccc(F)cc3)nc12 (stereo not drawn) : EPAC2 antagonist: -2%; CCT chaperon mod: -4.3; Akt phos inh: i; D3 antag: -1; D3 ag: 4; PTHR1 agonist: i; EPAC2 ag: 10%; Mm-Cpn inhibitor: -1%
Shown for NC(=O)c1ccc(=O)n(Cc2ccc(F)c(F)c2)c1 : EPAC2 antagonist: 7%; CCT chaperon mod: -2.7; Akt phos inh: i; D3 antag: 9; D3 ag: 2; PTHR1 agonist: i; EPAC2 ag: 15%; Mm-Cpn inhibitor: 0%

(listing goes on)
Keys: A = EPAC2 antagonist; B = CCT chaperon mod; C = Akt phos inh; D = D3 antag; E = D3 ag; F = PTHR1 agonist; G = EPAC2 ag; H = Mm-Cpn inhibitor
CCCCc1ccc(NC(=O)CN2NS(=O)(=O)c3ccccc3C2=O)cc1
  A: -20%	B: 1.8	C: i	D: 18	E: 10	F: -51%[inhibitor]	G: -27%	H: 1%
COc1cc(OC)c(NC(=O)C(=O)CC(=O)c2ccc(C)cc2C)cc1Cl
  A: -12%	B: 2.0	C: i	D: ?	E: -9	F: -28%	G: 0%	H: -2%
O=c1ccc2nc3ccccc3sc-2c1
  A: -24%	B: 1.8	C: i	D: -18	E: -9	F: -85%[inhibitor]	G: 9%	H: nt
CC1(c2ccccc2)CC(c2ccccc2)=Nc2nonc2N1 (stereo not drawn)
  A: -2%	B: 0.3	C: i	D: ?	E: 3	F: ?	G: ?	H: -4%
CC(C)OCCCNC(=O)C(=O)NCCCOC(C)C
  A: -6%	B: -0.7	C: i	D: 20	E: 0	F: 26%[57.5 µM]	G: 9%	H: 0%
COc1cccc(-n2ccnc2SCC(=O)Nc2cc(C)on2)c1
  A: 1%	B: 3.0	C: i	D: -19	E: -5	F: i	G: -1%	H: 1%
O=C1OC(Nc2ncccn2)c2ccccc21 (stereo not drawn)
  A: 5%	B: -2.7	C: i	D: 10	E: 8	F: i	G: 3%	H: 0%
Cc1cc(C)c(OCCNCc2ccccc2)c(C)c1
  A: 5%	B: -0.2	C: i	D: -15	E: -13	F: 9%	G: -7%	H: 1%
CC(=O)N1C(=O)N(C)C2C1N(C(C)=O)C(=O)N2C (stereo not drawn)
  A: -5%	B: -0.9	C: i	D: -24	E: 1	F: -12%[57.5 µM]	G: 10%	H: 3%
Cc1ccc(-c2c[n+](CC(=O)Nc3nc(-c4ccccc4)cs3)c3n2CCC3)cc1
  A: -5%	B: 0.1	C: i	D: 6	E: -15	F: 0%	G: 7%	H: 1%
Cc1cc2oc(=O)cc(CN3CCCCC3)c2cc1C(C)C
  A: -8%	B: -1.8	C: i	D: -78*	E: 0	F: -8%	G: 11%	H: 1%
COc1ccccc1CNC(=O)Cc1cc(=O)[nH]c(=O)[nH]1
  A: -15%	B: -0.5	C: i	D: 12	E: -4	F: i	G: -2%	H: 1%
Cc1ccccc1OCC(=O)Nc1ccc(N2CCOCC2)cc1N1CCOCC1
  A: -8%	B: -1.2	C: i	D: 8	E: 4	F: -42%[inhibitor]	G: 5%	H: -1%
Cc1cc(C=C2C(=O)c3ccccc3C2=O)c(C)n1-c1ccc(Cl)cc1
  A: 79µM*	B: 1.3	C: i	D: -18	E: -5	F: -18%	G: -176%[inhibitor]	H: -1%
Cc1cccc(NC(=O)c2cc(S(=O)(=O)N3CCOCC3)cn2C)c1C
  A: 1%	B: -0.1	C: i	D: 10	E: 5	F: i	G: 3%	H: 1%
COc1ccccc1CN1C[C@@H]2C[C@@H](c3ccccc3C)N3CCC[C@@]23C1=O
  A: -24%	B: 0.4	C: i	D: -18	E: -3	F: i	G: 19%	H: 0%
Cc1ccc(NC(=O)c2nc(C)n(-c3ccc([N+](=O)[O-])cc3)n2)cc1
  A: 13%	B: 0.9	C: i	D: 12	E: -11	F: -5%[57.5 µM]	G: -8%	H: -3%
COCCn1c(C2CCCCC2)nc2sc3ccccc3c(=O)c2c1=O
  A: 1%[57.1 µM]	B: -1.2	C: i	D: 8	E: 5	F: i	G: 5%	H: -6%

Single entries from above.
In D3 antag, `CC(=O)c1cc(C(=O)Nc2ccc(C(=O)O)cc2)oc1C` has the entry 1
In D3 antag, `Cc1cc(C)c(OCCNCc2ccccc2)c(C)c1` has the entry -15

Retrieved by compound from above:
Keys: A = EPAC2 antagonist; B = CCT chaperon mod; C = Akt phos inh; D = D3 antag; E = D3 ag; F = PTHR1 agonist; G = EPAC2 ag; H = Mm-Cpn inhibitor
COc1cccc(-n2ccnc2SCC(=O)Nc2cc(C)on2)c1
  A: 1%	B: 3.0	C: i	D: -19	E: -5	F: i	G: -1%	H: 1%
O=c1ccc2nc3ccccc3sc-2c1
  A: -24%	B: 1.8	C: i	D: -18	E: -9	F: -85%[inhibitor]	G: 9%	H: nt

Only part of the results is shown. The share of hits here may be higher or lower than overall.
